12-LOX inh = Primary qHTS assay for inhibitors of human arachidonate 12S-lipoxygenase (ALOX12): Round 2 | Polyunsaturated fatty acid lipoxygenase ALOX12 (Homo sapiens), P18054 | purified 12hLO, xylenol orange hydroperoxide absorbance | Potency, µM (series often up to 108 µM), for inactives: top-dose activity change, negative = inhibition, most hits filed as inhibitors | 1.1% of 580,000 active | AID 1671190, 2021; note: potency is the fitted concentration of half-maximal effect; % is set by controls: 0 for no effect and ±100 for the full control effect
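Hydroperoxide product was detected by ferrous iron/xylenol orange as the 573 to 405 nm absorbance ratio. Arachidonic acid at 40 uM (final) was turned over for 30 min at room temperature by 150 nM human 12hLO, pH 7.0 Hepes buffer, after 15 min compound preincubation.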
BAZ2B block = qHTS Assay for Inhibitors of BAZ2B | 4.4% of 360,000 active | AlphaScreen BAZ2B-H3K14Ac peptide displacement | Bromodomain adjacent to zinc finger domain protein 2B (Homo sapiens), Q9UIF8 | AID 504333, 2011 | Potency, µM (highest dose often 114 µM), for inactives: top-dose activity change, negative = inhibition, actives largely listed as inhibitors; note: potency is the fitted concentration of half-maximal effect; % is set by controls: 0 for no effect and ±100 for the full control effect; nearly all actives have a fitted effect of over 60% in size
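In this displacement format the biotinylated H3(5-23) peptide acetylated at Lys14 serves as ligand at 50 nM, with BAZ2B at 50 nM in PBS pH 7.4 containing 0.01% Tween-20. Donor and acceptor beads are 10 ug/mL final.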
RGS4 inhibitor = Inhibitors of Regulator of G Protein Signaling (RGS) 4: qHTS; 0.039% of 390,000 active; Regulator of G-protein signaling 4 (Homo sapiens), P49798; Potency, µM (series often up to 114 µM), for inactives: top-dose activity change, negative = inhibition, hits mostly inhibitors; Transcreener GDP fluorescence polarization, RGS4-accelerated GTP hydrolysis; note: potency is the fitted concentration of half-maximal effect; % is set by controls: 0 for no effect and ±100 for the full control effect; nearly all actives have a fitted effect of over 75% in size; some results filed as inactive show a strong effect at the top dose
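MLSMR compounds (23 nl, pin-transferred) preincubated 10 min at room temperature with a 500nM (2x) first reagent, then RGS4 at 900nM (2x) plus Transcreener GDP mix added; fluorescence polarization (620/688 nm) read before and after 90 min at 30 °C.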
JMJD2A Tudor = qHTS Assay for Inhibitors of JMJD2A-Tudor Domain; Potency, µM (series often up to 114 µM), without a hit: at the top dose activity change, negative = inhibition, actives largely listed as inhibitors; 4.4% of 390,000 active; AlphaScreen JMJD2A-Tudor / H3K4me3 peptide binding; note: potency is the fitted concentration of half-maximal effect; % is set by controls: 0 for no effect and ±100 for the full control effect; nearly all actives have a fitted effect of over 50% in size
Target sequence (O75164 whole entry, looked up, the tested form may be a part): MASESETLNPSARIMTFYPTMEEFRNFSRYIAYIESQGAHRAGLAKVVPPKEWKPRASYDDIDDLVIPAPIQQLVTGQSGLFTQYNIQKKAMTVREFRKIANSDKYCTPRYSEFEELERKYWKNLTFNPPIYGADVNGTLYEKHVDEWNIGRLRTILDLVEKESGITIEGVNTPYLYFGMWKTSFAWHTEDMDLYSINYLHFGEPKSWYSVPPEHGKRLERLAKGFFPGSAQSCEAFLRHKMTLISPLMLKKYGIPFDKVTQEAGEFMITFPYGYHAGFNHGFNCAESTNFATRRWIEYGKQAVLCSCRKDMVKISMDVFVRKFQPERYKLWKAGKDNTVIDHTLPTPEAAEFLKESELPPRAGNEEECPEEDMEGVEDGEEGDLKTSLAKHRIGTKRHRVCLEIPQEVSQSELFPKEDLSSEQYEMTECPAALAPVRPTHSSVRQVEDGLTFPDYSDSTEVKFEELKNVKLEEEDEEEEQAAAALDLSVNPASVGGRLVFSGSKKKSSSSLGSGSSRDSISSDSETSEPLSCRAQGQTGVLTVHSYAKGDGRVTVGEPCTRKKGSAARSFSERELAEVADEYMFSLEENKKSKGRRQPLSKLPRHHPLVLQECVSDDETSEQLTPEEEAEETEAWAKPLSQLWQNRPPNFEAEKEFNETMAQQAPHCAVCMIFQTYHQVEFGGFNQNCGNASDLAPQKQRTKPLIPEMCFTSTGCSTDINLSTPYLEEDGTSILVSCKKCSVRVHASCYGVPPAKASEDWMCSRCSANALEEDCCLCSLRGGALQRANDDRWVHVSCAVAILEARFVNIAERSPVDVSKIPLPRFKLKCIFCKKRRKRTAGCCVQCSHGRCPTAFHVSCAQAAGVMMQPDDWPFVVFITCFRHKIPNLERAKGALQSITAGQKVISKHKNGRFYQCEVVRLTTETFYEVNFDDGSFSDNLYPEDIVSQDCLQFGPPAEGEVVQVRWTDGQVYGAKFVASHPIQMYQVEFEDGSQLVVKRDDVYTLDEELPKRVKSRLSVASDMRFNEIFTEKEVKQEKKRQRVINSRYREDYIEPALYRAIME
ERG-DNA inh = qHTS for Small Molecule Inhibitors of the ERG Ets/DNA interaction; 0.028% of 370,000 active; AID 624246, 2012; Potency, µM (titrated, usually from 76.9 µM), without a hit: at the top dose FP activity, negative = inhibition, actives largely listed as inhibitors; Transcriptional regulator ERG (Homo sapiens), P11308; fluorescence polarization, His-ERG Ets domain / labelled DNA; active = well fitted inhibition curve with a large enough effect in the polarisation, with a control signal flat; inconclusive = small, poorly fitted or top-dose-only effect, or effect the other way, or a change in a side signal; inactive = no such curve, though single readings can be large or run the other way; the % refers to the polarisation;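 note: polarization taken with two DNA probes labelled with fluorescein and Texas red; potency is the fitted concentration of half-maximal effect; % of control where 0% means no effect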
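His-tagged ERG Ets domain (1 uM in the protein solution; 300mM KCl, 50mM Tris-HCl, 1mM EDTA, 1mM DTT, pH 7.5) received compound, then a probe mix of 5 nM fluorescein-DNA and 100nM Texas-615-DNA. Fluorescence polarization was read for both dyes.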
HP1b binding inh = HTS for Inhibitors of HP1-beta Chromodomain Interactions with Methylated Histone Tails; AlphaScreen HP1-beta / biotin-H3K9me3 peptide binding; Potency, µM (doses to about 114 µM), for the others: top-dose activity change, negative = inhibition, most hits filed as inhibitors; 0.56% of 390,000 active; note: potency is the fitted concentration of half-maximal effect; nearly all actives have a fitted effect of over 70% in size; inactives centre near 23
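HP1-beta protein (50 nM final) preincubated 30 min at room temperature with biotinylated H3(1-18)K9me3 peptide (50 nM) in PBS pH 7.4, 0.01% Tween-20, then compound added for 30 min. AlphaScreen streptavidin donor/nickel chelate acceptor beads (10 ug/mL final), 30 min dark, luminescence read.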
GLS inhibitor = qHTS for Inhibitors of Glutaminase (GLS); Glutaminase kidney isoform, mitochondrial (Homo sapiens), O94925; GLS enzymatic activity, qHTS titration; Potency, µM (highest dose often 45.5 µM), without a hit: at the top dose activity change, negative = inhibition, most hits filed as inhibitors; 0.21% of 410,000 active; AID 624170, 2012; note: potency is the fitted concentration of half-maximal effect; % is set by controls: 0 for no effect and ±100 for the full control effect
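Two-point fluorescence kinetic (t0, 30 min RT) for hKGA; glutamate detected via glutamate oxidase–HRP–Amplex Red. Substrate: 1 mM L-glutamine solution; buffer 45 mM KH2PO4, pH 8.2.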
G9a block = qHTS Assay for Inhibitors of Histone Lysine Methyltransferase G9a; Histone-lysine N-methyltransferase EHMT2 (Homo sapiens), Q96KQ7; Potency, µM (top dose mostly 102 µM), for the others: at the highest dose activity, negative = inhibition, hits mostly inhibitors; G9a H3K9 monomethylation, AlphaScreen, 2 h; 8.8% of 350,000 active; note: potency is the fitted concentration of half-maximal effect; % is set by controls: 0 for no effect and ±100 for the full control effect; nearly all actives have a fitted effect of over 75% in size
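Enzyme 20 nM + cpd, 15 min RT; add b-H3K9 pep 500 nM / SAM 20 uM; 2 h RT; anti-H3K9me1 Ab 0.5 ug/mL + SA donor / anti-rabbit acceptor beads 20 ug/mL each, 10 min; AlphaScreen read.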
PI4K2A inh = qHTS for small molecular inhibitors of PI4K2A. purified PI4K2A, ADP-Glo luminescence, 1 h; active compounds read low. 0.13% of 420,000 active. AID 1346378, 2018. activity change, negative = inhibition, % at 76.9 µM; in the data active = activity change below about -50%; inconclusive = mostly about -30% to -49%;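 note: -100% = wells without enzyme as full effect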
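ADP-Glo luminescence measured ADP generated by PI4K2A enzyme (4 ug/mL before mixing) with 1.2 mM PI substrate (pre-mix) and 300 microM ATP (pre-mix). Tris pH7.5 buffer with MgCl2, Triton X-100; 1 h reaction at ambient temperature.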
* hit, by the source's call; ? = inconclusive; . = no result given; & = joins results of further samples; [ ] = another dose, or the depositor's remark. Unless noted, calls come from the whole dose curve; as a rule, active = well fitted curve in the direction sought with a large enough effect; inconclusive = small, poorly fitted or top-dose-only effect, or another doubt; inactive = no such curve, though single readings can be large; an effect the other way counts as inactive or inconclusive. An excerpt; count on the stated rates, not on these rows.

SMILES	12-LOX inh	BAZ2B block	RGS4 inhibitor	JMJD2A Tudor	ERG-DNA inh	HP1b binding inh	GLS inhibitor	G9a block	PI4K2A inh
Cc1ccccc1NC(=O)CN1CCOCC1	-12%	-15%	23%	-24%	-5%	-2%	0%	?	1
CCOc1cc2[nH]c(=S)n(CCCC(=O)NCc3ccccn3)c(=O)c2cc1OCC	3%	-24%	-34%	0%	7%	38%	-18%	66%	0
O=C(NC1CCCC1)C(c1ccncc1)N(C(=O)Cc1cccs1)c1ccc(F)cc1 (stereo unspecified)	-22%	1%	-22%	-1%	-6%	55%[activator]	-2%	-6%	-2
O=C(NCC1COc2ccccc2O1)c1ccc(F)c(S(=O)(=O)N2CCOCC2)c1 (stereo unspecified)	-51%	7%	-23%	-15%	10%	23%	-3%	-29%	-4
OCCNc1nc(Cl)nc(NCc2ccco2)n1	20%	-16%	2%	-18%	0%	27%	1%	-7%[12.7 µM]	8
COc1ccc(/C=C/c2ccc(=O)n(Cc3ccccc3)n2)cc1	?	38%	?	?	8%	50%	2%	16%	3
CCOC(=O)c1sc2ccccc2c1OC(=O)c1ccc(C)cc1	.	63%[activator]	-39%	-76%	8%	87%[activator]	-16%	24%	3
O=C(CN1CCN(S(=O)(=O)c2ccc(Br)cc2)CC1)Nc1ccc(F)cc1	?	1%	17%	-2%	11%	44%[activator]	2%	?	-5
NNC(=O)c1cc(NS(=O)(=O)c2cccs2)cc(NS(=O)(=O)c2cccs2)c1	-20%	.	-6%	-19%	1%	30%	9%	.	-5
CCN(CC(=O)Nc1ccc(OC)cc1)C(=O)c1ccc2c(=O)n3c(nc2c1)CCC3	26%	-5%	25%	-8%	.	24%	7%	15%[59 µM]	7
COc1cc(C(c2c(C)[nH][nH]c2=O)c2c(C)[nH][nH]c2=O)ccc1OC(=O)c1ccccc1OC	-11%	4%	?	-29%	1%	47%[activator]	1%	?	-7
CCN(CC(=O)Nc1ccc2c(c1)OCCO2)C(=O)/C=C/c1cccc(Br)c1	-2%	-13%	-6%	?	-2%	7%	-12%	14%[0.501 µM]	0
COc1ccc(-c2cc(=O)oc3cc(OC(C)C(=O)O)ccc23)cc1 (stereo unspecified)	-25%&-22%	-39%	-13%	-21%	0%	17%	13%	-5%[59 µM]	-7
O=C(CCc1ccccc1)NC(=S)Nc1cccc(C(=O)O)c1	?	-1%	-10%	-14%	8%	26%	11%	?	-4
CCCOc1ccc(N2C(=O)CC(N(Cc3ccccc3)N=O)C2=O)cc1 (stereo unspecified)	388%[activator]	-12%	-2%	-3%	5%	19%	-2%	?	-1

Among those listed so far, these have a thiophene ring, fused or not.
SMILES	12-LOX inh	BAZ2B block	RGS4 inhibitor	JMJD2A Tudor	ERG-DNA inh	HP1b binding inh	GLS inhibitor	G9a block	PI4K2A inh
O=C(NC1CCCC1)C(c1ccncc1)N(C(=O)Cc1cccs1)c1ccc(F)cc1 (stereo unspecified)	-22%	1%	-22%	-1%	-6%	55%[activator]	-2%	-6%	-2
CCOC(=O)c1sc2ccccc2c1OC(=O)c1ccc(C)cc1	.	63%[activator]	-39%	-76%	8%	87%[activator]	-16%	24%	3
NNC(=O)c1cc(NS(=O)(=O)c2cccs2)cc(NS(=O)(=O)c2cccs2)c1	-20%	.	-6%	-19%	1%	30%	9%	.	-5

Back to the main list, repeating the three entries before the break.
SMILES	12-LOX inh	BAZ2B block	RGS4 inhibitor	JMJD2A Tudor	ERG-DNA inh	HP1b binding inh	GLS inhibitor	G9a block	PI4K2A inh
COc1ccc(-c2cc(=O)oc3cc(OC(C)C(=O)O)ccc23)cc1 (stereo unspecified)	-25%&-22%	-39%	-13%	-21%	0%	17%	13%	-5%[59 µM]	-7
O=C(CCc1ccccc1)NC(=S)Nc1cccc(C(=O)O)c1	?	-1%	-10%	-14%	8%	26%	11%	?	-4
CCCOc1ccc(N2C(=O)CC(N(Cc3ccccc3)N=O)C2=O)cc1 (stereo unspecified)	388%[activator]	-12%	-2%	-3%	5%	19%	-2%	?	-1
CCn1c(Cn2nnc(-c3ccccc3)n2)nnc1SCC(=O)Nc1ccc(N(C)C)cc1	17%	-5%	-15%	-27%	.	23%	9%	13µM*	-2
CC(C)COC(=O)n1ccc(C(=O)N2CCCCC2)n1	-10%	-3%	-15%	-6%	-1%	10%	-6%	-1%[59 µM]	11
NC(=O)c1ccc(NC(=O)Cc2csc(-c3ccccc3)n2)cc1	?	-2%	0%	-5%	6%	43%[activator]	-4%	-40%	0
COc1cccc(C(=O)OCC(=O)Nc2cc(C)c(C)cc2[N+](=O)[O-])c1	-10%	?	14%	?	-4%	-2%	-14%	8%[59 µM]	4
Cc1ncc([N+](=O)[O-])n1CC(=O)NC1CCCCCC1	-7%	-4%	20%	-6%	-9%	6%	3%	.	-23
N=c1n(CCN2CCCCC2)c2ccccc2n1CC(O)c1cccc(Br)c1 (stereo unspecified)	?	-10%	-14%	-20%	9%	32%	1%	50µM*	2
COc1ccc(/C=N/NC(=O)COc2cccc3cccnc23)cc1OC	30%	-25%	-26%	-32%	1%	73%[activator]	25%	3%	-5
O=C(Nc1ccc(N=Nc2ccccc2)cc1)c1cccc(Cl)c1	29%	4%	6%	-15%	-3%	8%	0%	-14%	5
O=C1COc2ccc(C(=O)CSc3nc4ccccc4c(=O)n3-c3ccc(Cl)c(Cl)c3)cc2N1	-15%	-4%	-19%	2%	0%	25%	-2%	-6%	-4
Cn1nccc1CNC(=O)c1ccnn1C	-12%	-3%	25%	-12%	5%	21%	3%	-10%[59 µM]	-1
COc1ccc2c(c1)c(=O)oc1cc(OCC(=O)N3CCC(C)CC3)ccc12	.	?	-15%	50µM*	2%	-45%	-21%	8.9µM*	-5
CC(=O)OC1CCC2(C)C3=CCC4(C)C(C(C)=O)=CCC4C3CCC2C1 (stereo unspecified)	-3%	.	14%	0%	10%	20%	-3%	.	-1
CNc1nc(-c2ccc(Cl)cc2)cs1	-1%	-12%	-22%	?	8%	-18%	0%	?	-5
COc1ccc(CNC(=O)C23CN(Cc4ccccc4)CC2C(c2ccc([N+](=O)[O-])cc2)=NO3)cc1 (stereo unspecified)	?	?	-25%	-27%	14%	16%	-2%	-23%[59 µM]	0
Cc1ccc(CNC(=O)CSc2c(C)cnc3c2c(=O)n(C)c(=O)n3C)cc1	-20%	2%	-9%	0%	4%	31%	-24%	-2%[59 µM]	-1
Cc1cc(C(=O)NCc2ccc3c(c2)OCO3)n(-c2ccccc2)n1	2%	-3%	11%	-4%	2%	9%	-6%	-14%	0
COCCNC(=O)CN1C(=O)CSc2cc(S(=O)(=O)N3CCCCCC3)ccc21	-11%	.	-5%	-14%	-1%	34%	2%	.	0
COc1ccc(CN(C(=O)c2ccc(C)cc2)c2cccc(N)c2)cc1	?	-30%	3%	-25%	-2%	18%	-1%	-8%[2.33 µM]	-1
Cc1onc(C(=O)Nc2sc3c(c2C#N)CCCC3)c1[N+](=O)[O-]	?	-65%	-47%	-20%	-2%	-8%	10%	45µM*	2
Cc1ccc(S(=O)(=O)N2CCCCC2)cc1NC(=O)c1nn(C)c(=O)c2ccccc12	0%&-6%	5%	2%	-16%	-2%	52%[activator]	2%	-43%	-4
CCCCC(=O)N1CCCC(c2nc(-c3cccc(OC)c3)no2)C1 (stereo unspecified)	-13%	1%	-12%	7%	-4%	42%[activator]	1%	33%	-1
O=C(COC(=O)COc1ccc(Cl)cc1)NC1CC1	-7%	-5%	-12%	0%	-19%	55%[activator]	-10%	-17%[2.33 µM]	0
NS(=O)(=O)c1ccc(NS(=O)(=O)c2ccc3c(c2)OCCO3)cc1	-2%	-3%	-32%	14%	-6%	20%	2%	-5%	2
COc1cc(NS(=O)(=O)c2ccc(NC(=O)C34CC5CC(CC(C5)C3)C4)cc2)ncn1	-15%	-32%	27%	-25%	1%	19%	2%	-25%[12.7 µM]	-18
COc1ccc(C(=O)NCC(c2cccnc2)N2CCN(c3ccccc3)CC2)cc1 (stereo unspecified)	5%	-11%	-1%	-8%	1%	15%	13%	-2%[59 µM]	-2
